Screening data from PubChem BioAssay.
NR2F2 inh: blocks human COUP-TFII nuclear receptor. P24468. HEK293T NGFI-A luciferase reporter, luminescence. inhibition, % at 8.6 µM. 370,000 tested, 0.7% active;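 active = inhibition above a per-plate cutoff, mean inhibition of test wells between control levels plus 3 SD, cut at about 38% in these data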;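 note: cells cotransfected with COUP-TFII expression vector driving the NGFI-A reporter; 0% = median of COUP-TF2 test wells and 100% = reporter-only cells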
Target sequence (P24468 whole entry, looked up): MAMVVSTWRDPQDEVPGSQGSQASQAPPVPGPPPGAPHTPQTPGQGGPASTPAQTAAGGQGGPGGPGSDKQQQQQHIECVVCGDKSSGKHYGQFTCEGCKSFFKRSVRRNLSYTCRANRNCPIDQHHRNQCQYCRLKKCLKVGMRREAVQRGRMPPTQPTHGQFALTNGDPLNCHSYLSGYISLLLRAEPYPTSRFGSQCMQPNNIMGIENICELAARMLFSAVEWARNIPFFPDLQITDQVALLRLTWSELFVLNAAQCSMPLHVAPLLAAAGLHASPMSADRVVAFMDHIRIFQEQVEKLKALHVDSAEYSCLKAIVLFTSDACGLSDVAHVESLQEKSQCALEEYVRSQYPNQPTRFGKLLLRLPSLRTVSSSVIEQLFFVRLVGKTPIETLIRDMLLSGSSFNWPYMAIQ
ABHD5-PLIN5 inh: ABHD5-PLIN5 protein interaction inhibition. 360,000 tested, 0.78% active. AID 602281. Q00G26+Q8WTS1. inhibition, % at 4 µM. Split G. princeps luciferase complementation, luminescence, 4 h;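 active = inhibition above the mean inhibition across every tested compound plus 3 SD, cut at about 22% in these data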;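 note: 0% = DMSO only wells and the 100% control is not disclosed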
TLR9-MyD88 block: blocks human TLR9 binding to MyD88. inhibition, % at 4.98 µM. 340,000 tested, 0.21% active. Q9NR96+Q99836. CHO BLA complementation TLR9-MyD88, CCF4 FRET ratio;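 active = inhibition above the mean over all tested compounds plus 3 SD, cut at about 21% in these data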;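 note: 0% = DMSO only wells and 100% = clavulanate BLA inhibitor control wells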
NOD2-RIPK2 inh: blocks binding of human NOD2 to RIPK2. O43353. CHO BLA complementation NOD2-RIPK2, CCF4 ratio. inhibition, % at 4.98 µM. 360,000 tested, 0.38% active. AID 624267; in the data active = inhibition above about 21%;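 note: 0% = vehicle only and 100% = reference blocker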
Target sequence (O43353 whole entry, looked up): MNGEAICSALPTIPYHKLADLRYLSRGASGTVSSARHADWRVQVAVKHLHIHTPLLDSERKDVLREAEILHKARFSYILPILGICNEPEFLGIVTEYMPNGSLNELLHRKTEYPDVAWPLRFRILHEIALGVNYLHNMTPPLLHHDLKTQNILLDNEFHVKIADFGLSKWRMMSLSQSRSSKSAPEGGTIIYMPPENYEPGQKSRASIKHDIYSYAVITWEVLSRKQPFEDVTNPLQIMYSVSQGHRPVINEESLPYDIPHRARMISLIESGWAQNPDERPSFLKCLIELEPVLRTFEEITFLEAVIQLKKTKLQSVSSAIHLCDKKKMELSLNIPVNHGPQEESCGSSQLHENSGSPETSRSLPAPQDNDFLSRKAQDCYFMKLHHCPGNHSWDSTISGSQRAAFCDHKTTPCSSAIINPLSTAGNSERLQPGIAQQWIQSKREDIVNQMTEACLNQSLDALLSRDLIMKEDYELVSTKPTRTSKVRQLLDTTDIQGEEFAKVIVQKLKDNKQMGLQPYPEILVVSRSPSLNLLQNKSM
MC4R antagonist: antagonists of human melanocortin 4 receptor (MC4R). P32245. MC4R-expressing cells, MTII-stimulated cAMP, LANCE TR-FRET. inhibition, % at 6.5 µM. 360,000 tested, 0.48% active;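 active = inhibition above its plate's cutoff, the mean of tested wells on that plate plus 3 SD, cut at about 29% in these data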;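 note: 0% = Melanotan II alone and 100% = Melanotan II plus saturating MCL0020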
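System: U2OS cells stably expressing human melanocortin 4 receptor (MC4R). Reagent: Melanotan II challenge after compound preincubation. Doses: 6.5 µM. Times: 30-min compound, 1-h challenge, 1-h detection, room temperature. Measured by: TR-FRET with Eu-cAMP and labeled anti-cAMP, 671 nm. Replicates: singlicate.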
NR5A2 inv ag: suppresses constitutive activity of human LRH-1 | O00482 | HEK293T StAR-luciferase reporter, LRH-1 transfected, 24 h | inhibition, % at 3.6 µM | 360,000 tested, 0.13% active | AID 602396;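 active = inhibition above the mean inhibition of all tested compounds plus 3 SD, cut at about 73% in these data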;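 note: 0% = DMSO wells and 100% = reporter-only cells lacking LRH-1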
LMP1 NFkB inh: inhibitors of Epstein-Barr LMP1-induced NF-kappaB reporter; 350,000 tested, 0.69% active; inhibition, % at 12.5 µM; AID 504558; LMP1-induced NF-kappaB luciferase reporter cells, luminescence; in the data active = inhibition above about 41%;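 note: 0% = neutral control wells and 100% = reference inhibitor control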
SRC2 inh: human SRC2 (NCOA2) inhibition; AID 651957; HEK293 GAL4-SRC2 luciferase reporter, luminescence; 370,000 tested, 0.17% active; inhibition, % at 9 µM;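 active = inhibition above the mean inhibition of all tested compounds plus 3 SD, set per campaign, cut at about 52% in these data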;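 note: 0% = DMSO treated cells and 100% = cells given Gossypol at 36 µM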
SRC1 inh: human NCOA1 inhibition | HEK293 GAL4-SRC1 luciferase reporter, luminescence | AID 588354 | inhibition, % at 3.6 µM | 360,000 tested, 0.12% active;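 active = inhibition above the campaign mean plus 3 SD, with each screening campaign given its own cutoff, cut at about 60% in these data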;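 note: 0% = DMSO treated cells and 100% = gossypol at 36 µM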
SRC3 inh: human NCOA3 inhibition; inhibition, % at 3.6 µM; AID 588352; HEK293 GAL4-SRC3 luciferase reporter, luminescence; 360,000 tested, 0.17% active; Q9Y6Q9;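 active = inhibition above a per-campaign cutoff, the mean of all compounds plus 3 SD, cut at about 60% in these data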;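 note: 0% = DMSO-treated cells and 100% = gossypol-treated cells at 36 µM; higher means less SRC3-driven luciferase light from the GAL4 reporter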
MC4R ag barr: human MC4R agonism via beta-arrestin. U2OS MC4R beta-arrestin complementation, luminescence; percent of melanotan II response, DMSO zero. activation, % at 8.9 µM. P32245. 360,000 tested, 0.98% active;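 active = activation above a per-plate cutoff, the mean activation of sample wells on that plate plus 3 SD, cut at about 8% in these data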
* hit, by the source's call; . = no result given. A portion of the library, so the mix of outcomes need not match the whole.

LMP1 NFkB inh,SRC1 inh,MC4R antagonist,NOD2-RIPK2 inh,ABHD5-PLIN5 inh,SRC2 inh,NR2F2 inh,MC4R ag barr,SRC3 inh,NR5A2 inv ag,TLR9-MyD88 block,structure
-54,-18,13,5,11,-12,-15,0.7,3,-1,-5,CSc1nc(SCC(=O)NC(c2ccccc2)c2ccccc2)c2c3c(sc2n1)CN(C)CC3
-11,8,-1,-7,-3,9,-6,3.7,-22,2,2,CCc1sc(C(=O)NCCc2ccc(S(N)(=O)=O)cc2)cc1C
3,8,-4,-13,-5,-17,4,-0.9,4,-11,6,N#C/C(=C/c1ccco1)C(N)=S
-6,-16,9,3,2,3,6,-0.9,10,-4,5,CC(=O)Nc1ccc(NC(=O)C(=O)c2cn(CC(=O)N3CCCCC3)c3ccccc23)cc1
-3,-23,4,2,3,2,7,-2.4,14,-29,-8,C=CCN1CC(c2nc3ccccc3n2Cc2ccccc2)CC1=O (stereo not given)
-3,-2,20,0,-5,8,-9,-0.6,4,-6,-18,CCC(CO)Oc1cc(NCc2cccc(O)c2)c2ncn(C(C)C)c2c1 (stereo not given)
6,-1,-8,-4,2,-1,3,-0.7,12,-17,-14,C=CCOc1ccc(/C=C2/C(=O)ON=C2C)cc1OC
4,4,-2,2,4,-1,-1,-1.0,13,8,4,COc1ccccc1N(CC(=O)N1CCc2ccccc2C1)S(C)(=O)=O
-3,10,2,-20,1,-2,-5,-2.0,17,-2,-4,O=C1CCC(C(=O)N2CCC(CO)CC2)CN1Cc1ccc(Cl)cc1 (stereo not given)
-48,-101,9,1,-10,-47,-47,0.9,-91,-137,-2,COc1ccc(-c2csc(Nc3ccccn3)n2)cc1OC
-5,-3,3,10,21,7,-8,1.8,12,-2,-1,CCOC(=O)[C@H]1[C@H]2COc3ccc(Cl)cc3[C@@H]2N2C(=O)CN(Cc3ccco3)C(=O)[C@@]12C
6,2,-23,-20,-3,6,-7,1.6,13,-7,-4,C=CCn1c(N2CCN(c3ccc(OC)cc3)CC2)nc2c1c(=O)[nH]c(=O)n2C
-22,-5,7,-7,8,-12,5,1.6,9,19,-4,CCOC(=O)c1c(NC(=O)COc2ccccc2F)sc2c1CC(C)(C)NC2(C)C
2,-7,3,-11,2,-11,-3,1.1,2,1,-11,Nc1c(NC(=O)CC[n+]2ccccc2)cccc1[N+](=O)[O-]
9,1,0,6,4,2,5,-1.8,13,18,0,Cc1ccc2[nH]c(=O)c(CN(CCN3CCOCC3)C(=O)Nc3ccccc3F)cc2c1
-16,-24,1,3,-2,-29,0,-1.1,-9,-55,5,O=C(NCC1CCCO1)c1c(O)c2ccccc2[nH]c1=O (stereo not given)
10,2,4,-4,6,16,29,-1.5,0,-8,0,Cc1ccc(C)c(NS(=O)(=O)c2ccccc2C)c1
1,-135,-4,0,3,-1,0,-3.1,-9,15,-6,Cc1cc(C(=O)COC(=O)CC2Sc3ccccc3NC2=O)c(C)n1-c1ccc2c(c1)OCO2 (stereo not given)
1,5,4,-5,0,-28,19,1.5,11,-19,-15,CCOc1ccc(S(=O)(=O)NC(C)C(=O)NCc2ccc3c(c2)OCO3)cc1 (stereo not given)
-4,-1,1,10,-2,9,-8,-1.7,5,1,7,CCCc1n[nH]c(=O)[nH]1
-16,8,-16,-10,-9,-12,-2,0.3,-2,12,2,COCc1cc(C)nc(SCc2ccc(F)cc2)c1C#N
-5,7,5,-1,13,-3,23,-0.8,26,-4,-14,O=C(NN1CC(C(=O)OCc2ccccc2F)CC1=O)c1ccccc1 (stereo not given)
0,-5,-1,2,0,-15,-5,-2.8,27,7,-12,COc1cc(Cl)c(C)cc1NC(=O)COC(=O)/C=C/c1c(C)nn(C2CCS(=O)(=O)C2)c1Cl (stereo not given)
-19,-87,13,5,-11,-49,-32,0.8,-89,-98,-10,Fc1ccccc1NC(=S)N/N=C/c1ccccc1Br
3,10,10,-12,3,16,5,2.4,-6,0,-2,CCc1nc(SCC(=O)Nc2ccccc2C(=O)OC)n[nH]1
-5,-1,3,-10,-1,-30,-13,-1.1,8,-6,-4,O=C(c1ccc(CNS(=O)(=O)c2cccc(Cl)c2)cc1)N1CCCC1
-7,-2,4,1,-1,-25,-12,-2.1,-8,15,-10,Cc1cc(=O)oc2c3c(cc(OCC(=O)Nc4ccc(CCO)cc4)c12)OC(C)(C)CC3
1,-6,-7,1,-5,-4,-30,-4.7,-12,-8,5,CCN(CC(=O)NCc1cccs1)CC(=O)Nc1ccccc1C
2,1,-5,-1,2,3,20,-3.0,10,-17,2,CSc1ncccc1C(=O)OCC(=O)C(C)(C)C
-13,11,1,-4,6,-20,-1,0.6,2,17,2,NC(=O)c1ccc(NC(=O)CN2C(=O)NC(c3ccccc3)(c3ccccc3)C2=O)cc1

The list goes on:
LMP1 NFkB inh,SRC1 inh,MC4R antagonist,NOD2-RIPK2 inh,ABHD5-PLIN5 inh,SRC2 inh,NR2F2 inh,MC4R ag barr,SRC3 inh,NR5A2 inv ag,TLR9-MyD88 block,structure
-7,-4,-2,10,-4,15,-6,1.8,-2,0,-9,CN[C@H]1C[C@H]2c3cc(N4CCN(C)CC4)ccc3CCN2C(=O)[C@H]1[C@H](C)O
8,13,3,-1,3,8,-1,-0.7,22,1,0,C=CCn1c(=NC(=O)C2COc3ccccc3O2)sc2cccc(OC)c21 (stereo not given)
-4,-49,3,-2,4,11,-3,-0.9,12,-17,-1,O=C(c1ccc(S(=O)(=O)N2CCCC2)cc1)N1CCN(c2ccccc2F)CC1
-1,-5,4,-8,3,7,13,0.6,-16,12,5,CCCCCn1c(CN2CCCCC2CC)nc2c1c(=O)n(C)c(=O)n2C (stereo not given)
7,-4,-3,-3,-2,4,16,-0.6,13,-2,4,Cc1cc(NC(=O)c2ccc(Br)c(S(=O)(=O)N3CCCC3)c2)no1
0,-13,11,0,2,-16,-7,-0.2,4,-16,-8,Cc1cc2nncn2c2ccccc12
9,-17,5,-1,-1,0,-3,-0.8,12,7,1,CN(C)c1nc(NCc2ccccc2)nc(N/N=C/c2cccc(Br)c2)n1
11,2,-2,-8,-3,-23,21,-1.0,-8,-10,2,COc1cc(OC)cc(C(=O)Nc2ccc(C(=O)Nc3ccccc3OC)cc2)c1
-6,1,-4,-4,3,20,-13,-0.9,-3,-6,3,Cc1nc(CSc2nnc3scc(-c4ccccc4)n23)cs1
1,-5,6,-9,-2,-9,8,-0.6,12,-14,-3,CCc1cccc(NC(=O)C2CCCC2)c1
-5,1,9,-4,-1,-23,-8,1.1,7,-32,3,O=C(NCC(c1ccco1)N1CCCCC1)c1cccs1 (stereo not given)
-12,-86,1,-3,9,-41,-26,0.5,-69,-44,4,CCOc1ccc(NC(=O)Nc2cccc(C)n2)cc1
19,6,17,-8,0,-4,9,-2.3,5,-8,2,COc1ccc(/C=C2\CCCC3C2=NN(C(=O)c2scnc2C)C3c2ccc(OC)cc2)cc1 (stereo not given)
-4,13,2,-5,8,-12,-5,-0.3,7,7,1,COc1ccc(NC(=O)N(C)C[C@H]2Oc3c(NC(=O)C4CC4)cccc3C(=O)N([C@H](C)CO)C[C@@H]2C)cc1
-4,7,6,1,4,-11,2,-1.0,5,1,-10,CCNS(=O)(=O)c1cc(S(C)(=O)=O)ccc1Cl
-4,3,-1,2,-3,-4,5,0.2,-4,-1,10,O=C(NCCCn1ccnc1)C(=O)NCC1OCCCN1S(=O)(=O)c1ccccc1 (stereo not given)
-8,-4,-7,-12,2,-7,8,-2.5,4,-12,.,Cc1ccc(-n2c(CSc3nc(C)cc(C)n3)n[nH]c2=S)cc1
-6,-71,2,-10,1,-25,-9,-0.6,-12,-30,7,CCOc1ccc(C(=O)NC(Cc2ccccc2)C(=O)OC)cc1 (stereo not given)
-3,-55,3,-50,-5,-10,-17,-1.7,10,12,-6,CC(=O)Nc1cccc(OCCCNS(=O)(=O)c2ccc(F)cc2)c1
25,6,7,9,3,8,19,3.4,3,-29,6,Cc1c(Cl)cccc1NC(=O)Nc1cc(C(C)(C)C)on1
-7,-11,4,4,-3,-10,3,-2.1,1,-16,2,CCc1ccc(NC(=O)CSc2nc(=O)n(CCCN3CCOCC3)c3c2CCC3)cc1
-5,-5,3,-5,2,-8,7,-0.6,-4,8,0,CCSc1nnc(N)s1
5,-13,-1,-15,9,-1,8,0.9,17,3,0,CN(C)c1ccc(Cl)cc1N
0,6,1,-12,2,-3,-10,-2.0,-1,-11,-4,CC(C)(C)[C@@H]1C=C(C(=O)N2CCOCC2)O[C@H](OCc2ccc(CO)cc2)C1
-7,-24,13,15,-3,-37,-22,0.0,18,2,-2,COc1ccc(CCNC(=O)c2ccncc2)cc1OC
-18,-21,12,-11,12,-7,3,-0.1,7,2,1,O=C(NCCCN1CCOCC1)c1cc2c([nH]c3ccccc32)c(-c2cccc(Br)c2)n1
